Apaf1 inhib: inhibitors of human Apaf-1 apoptosome. reconstituted apoptosome caspase-3 activity, DEVD-Rh110 fluorescence. inhibition, % at 20 µM. actives 0.71% (n = 330,000). AID 489030; active = inhibition of at least 40% at 20 µM;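 note: plate controls were DMSO wells for no effect and DEVD-CHO caspase inhibitor wells for full effect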
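Material: reconstituted apoptosome with Apaf-1, cytochrome c, caspase-9, procaspase-3, dATP / Buffer or medium: pH 7.5 Hepes buffer with CHAPS, BSA, DTT / Also added: cytochrome c with DEVD-Rh110 / Schedule: compound with Apaf-1, dATP, procaspase-3 30 min, then 50 min reaction, room temperature / Technique: rhodamine 110 fluorescence at Ex 480/Em 540 nm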
UBC13 polyUb: inhibitors of human UBC13 polyubiquitin chain formation; P61088; TR-FRET; inhibition, % at 20 µM; actives 0.47% (n = 330,000); AID 485273; in the data active = inhibition above about 45%, passing the limit was not always enough
Target sequence (P61088 whole entry, looked up): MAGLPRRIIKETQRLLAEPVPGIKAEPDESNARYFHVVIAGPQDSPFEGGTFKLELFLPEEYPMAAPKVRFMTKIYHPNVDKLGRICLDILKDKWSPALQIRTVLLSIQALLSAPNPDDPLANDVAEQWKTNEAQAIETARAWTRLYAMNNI
Gli-Sufu antag: Gli-Sufu pathway antagonism. inhibition, % at 5 µM. actives 0.74% (n = 340,000). AID 588413. Sufu-KO-LIGHT fibroblasts, Gli luciferase reporter luminescence;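 active = inhibition above about 55%, limit read from the data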;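 note: 0% = DMSO-treated cells and 100% = wells with medium but no cells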
697 NFkB inh: inhibitors of the PMA/ionomycin-induced NF-kB reporter in 697 B cells; 697 B-cell NF-kB luciferase reporter, 16 h; inhibition, % at 4 µM; actives 0.33% (n = 330,000); AID 435022; in the data active = inhibition above about 35%
Jurkat NFkB inh: inhibitors of the PMA/ionomycin-induced NF-kB reporter in Jurkat cells. AID 435003. PMA/ionomycin-induced NF-kB luciferase reporter, luminescence. inhibition, % at 4 µM. actives 0.53% (n = 330,000)
SENP7 block: inhibitors of human SENP7 protease; Q9BQF6; recombinant SENP7, Z-RLRGG-aminoluciferin luminescence, 40 min; inhibition, % at 5 µM; actives 1.5% (n = 330,000); AID 434973;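 active = inhibition above about 50% at the single test dose, limit read from the data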;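 note: plate controls were DMSO with enzyme for no effect and no enzyme buffer wells for full effect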
SENP8 inh: inhibitors of human SENP8 protease | purified SENP8, Z-RLRGG-aminoluciferin cleavage, luminescence | inhibition, % at 10 µM | AID 2540 | Q96LD8 | actives 1.2% (n = 330,000)
HKDC1 inh: blocks human hexokinase HKDC1 activity; Q2TB90; recombinant HKDC1, G6PDH/diaphorase resazurin coupled fluorescence; inhibition, % at 20 µM; actives 0.16% (n = 340,000);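 active = inhibition above about 35% when tested at 20 µM, limit read from the data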;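 note: plate controls were DMSO wells with enzyme for no effect and DMSO wells lacking enzyme for full effect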
Target sequence (Q2TB90 whole entry, looked up): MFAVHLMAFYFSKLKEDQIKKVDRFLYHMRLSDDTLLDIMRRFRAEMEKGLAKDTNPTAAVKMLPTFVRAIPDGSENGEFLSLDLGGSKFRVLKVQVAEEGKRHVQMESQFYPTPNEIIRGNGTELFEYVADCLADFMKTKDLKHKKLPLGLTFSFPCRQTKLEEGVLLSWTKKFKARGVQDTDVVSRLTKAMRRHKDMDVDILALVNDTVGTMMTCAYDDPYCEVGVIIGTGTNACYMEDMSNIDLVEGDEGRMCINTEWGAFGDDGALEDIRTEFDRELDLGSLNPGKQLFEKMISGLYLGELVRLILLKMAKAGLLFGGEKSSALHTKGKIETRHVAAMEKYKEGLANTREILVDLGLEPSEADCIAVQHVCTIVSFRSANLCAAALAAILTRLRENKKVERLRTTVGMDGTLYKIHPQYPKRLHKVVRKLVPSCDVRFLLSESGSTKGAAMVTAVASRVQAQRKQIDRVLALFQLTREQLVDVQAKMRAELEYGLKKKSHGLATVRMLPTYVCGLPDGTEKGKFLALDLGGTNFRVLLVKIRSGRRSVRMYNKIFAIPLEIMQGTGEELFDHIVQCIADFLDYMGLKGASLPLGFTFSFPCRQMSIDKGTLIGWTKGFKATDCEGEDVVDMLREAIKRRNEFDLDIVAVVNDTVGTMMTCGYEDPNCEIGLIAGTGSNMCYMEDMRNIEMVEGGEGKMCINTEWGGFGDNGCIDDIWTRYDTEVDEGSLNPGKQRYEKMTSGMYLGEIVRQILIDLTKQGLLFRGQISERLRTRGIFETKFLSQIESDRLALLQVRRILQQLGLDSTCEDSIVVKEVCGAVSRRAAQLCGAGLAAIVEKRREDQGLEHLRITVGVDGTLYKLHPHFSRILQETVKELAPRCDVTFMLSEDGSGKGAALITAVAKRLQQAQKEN
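Assay system – recombinant HKDC1 (HK5) hexokinase enzyme, produced in-house · Input – HKDC1 at 5 µg/mL · Reagent – glucose plus 1 mM ATP as hexokinase substrates · Timing – 90 min reaction incubation at room temperature, dark · Measured by – G6PDH/diaphorase-coupled fluorescence, 1 mM NADP, 100 µM resazurin, 525/613 nm · Benchmarks – DMSO-enzyme wells negative, buffer-substituted wells positive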
Starred values were filed as active, the others as inactive; . = not tested or not shown. Cut-off read from the data, not from the text of the source, unless noted: active = inhibition above about 50%; inactive = the rest.

SMILES	Apaf1 inhib	UBC13 polyUb	Gli-Sufu antag	697 NFkB inh	Jurkat NFkB inh	SENP7 block	SENP8 inh	HKDC1 inh
Cc1ccc(S(=O)(=O)N(c2cccc(C(F)(F)F)c2)C2C=CS(=O)(=O)C2)cc1 (stereo not given)	1	2	5	-7	15	0	-3	17
COc1ccc(/C(N)=N/OC(=O)Cc2ccccc2)cc1	18	-8	-83	-65	-62	-2	-13	-2
CC(=O)Nc1ccccc1OC(C)C(=O)N1CCC(C)CC1 (stereo not given)	8	-4	0	-19	-2	-7	-4	-3
CCOc1cc(S(=O)(=O)NCCCN2CCOCC2)ccc1F	-10	7	7	-3	1	-7	-4	0
Cc1nnc(NC(=O)CSc2nnc(Cc3ccccc3)n2Cc2ccccc2)s1	7	8	-9	26	28	6	8	-4
Fc1ccc(OCCOCCN2CCCC2)cc1	-4	6	5	13	8	-1	1	-5
CCCCSc1nc2c(cnn2-c2ccc(Cl)cc2)c(=O)[nH]1	1	-4	6	-1	-11	5	0	-2
CC(=O)Nc1ccc(S(=O)(=O)Oc2ccc(/C=N/N=C3/NC(=O)C(CC(=O)O)S3)cc2)cc1 (stereo not given)	3	-8	0	11	1	0	13	-1
Cc1cc(-n2nc(C)cc2C)nc(NS(=O)(=O)c2ccccc2Cl)n1	4	1	-13	11	2	4	6	-3
Cc1ncc(CN2CCN(C(C)C)C(CCO)C2)s1 (stereo not given)	-1	-3	1	-1	0	0	3	-2
CSc1nc(C)cc(SCC(=O)N/N=C/c2ccccc2)n1	15	1	33	-8	-1	5	-5	-5
CCOc1ccc(OCCNC(=O)C(NC(=O)c2c(F)cccc2F)C(C)C)cc1 (stereo not given)	1	4	-9	5	4	-5	-1	-6
CCCC[C@@H]1CCCO[C@@](C(=O)NCc2ccccn2)(C(F)(F)F)C1	-6	9	1	8	-7	1	10	-3
CN1CCC(=O)N([C@H](CSc2ccc(Br)cc2)Cc2ccccc2)CC1	7	14	45	21	5	-3	5	2
NC(=O)CC(NC(=O)Cc1ccc(Br)cc1)c1ccc(NCc2cc(F)ccc2F)c([N+](=O)[O-])c1 (stereo not given)	2	-9	10	-3	-4	7	-8	3

The closing 4 compounds of the part before come first, to join the parts.
SMILES	Apaf1 inhib	UBC13 polyUb	Gli-Sufu antag	697 NFkB inh	Jurkat NFkB inh	SENP7 block	SENP8 inh	HKDC1 inh
CCOc1ccc(OCCNC(=O)C(NC(=O)c2c(F)cccc2F)C(C)C)cc1 (stereo not given)	1	4	-9	5	4	-5	-1	-6
CCCC[C@@H]1CCCO[C@@](C(=O)NCc2ccccn2)(C(F)(F)F)C1	-6	9	1	8	-7	1	10	-3
CN1CCC(=O)N([C@H](CSc2ccc(Br)cc2)Cc2ccccc2)CC1	7	14	45	21	5	-3	5	2
NC(=O)CC(NC(=O)Cc1ccc(Br)cc1)c1ccc(NCc2cc(F)ccc2F)c([N+](=O)[O-])c1 (stereo not given)	2	-9	10	-3	-4	7	-8	3
COc1ccc(-c2cc(C)no2)cc1S(=O)(=O)Nc1cccc(C)c1	7	8	26	20	3	-1	2	8
Cc1cc(=O)[nH]c(N/N=C/c2cccc(Br)c2)n1	-1	-6	-4	11	2	2	-4	-5
Cn1ncc2c(NNC(=O)C3CCCCC3)ncnc21	-7	-12	-1	-10	0	-9	-6	-1
COc1ccc(CNC(=O)c2c(N)n(CCCN3CCOCC3)c3nc4ccccc4nc23)cc1	87*	31	18	-4	-12	44	71*	10
CCOC(=O)c1cc(S(=O)(=O)N2CC(C)CC(C)C2)cn1C (stereo not given)	-9	3	-3	-3	14	-3	-3	-3
O=C(c1ccc(F)cc1)C1CCN(C(=O)N2CCOCC2)CC1	-12	4	5	17	0	-7	0	-10
CCc1c(C)c(C#N)c2nc3ccccc3n2c1NC	4	7	5	7	-3	5	12	-66
COc1ccc(-n2c(=S)[nH]c3c(sc(=S)n3-c3ccccc3)c2=O)c(OC)c1	-11	4	24	17	9	-2	2	-13
COc1cccc(NC(=O)c2cc(-c3ccco3)nc3ccccc23)c1	1	-8	-2	18	-12	2	-1	-1
CCCCOc1c(Br)cc(/C=C2\N=C(C)OC2=O)cc1OCC	6	-7	4	-4	2	-9	0	8
CCOC(CNC(=O)CN1C(=O)COc2ccc(S(=O)(=O)N3CCOCC3)cc21)OCC	7	-6	-2	-2	1	5	5	1
Cc1c(C(=O)N(C)Cc2ccc(OC(F)F)cc2)oc2ccccc12	19	-3	21	-15	-17	-11	-7	2
COc1ccc(-c2nc3ccccn3c2CN2CCN(c3ccccc3F)CC2)cc1	15	4	10	-35	-24	7	1	16
Nc1ccc(S(=O)(=O)NC2(C(F)(F)F)NC(=O)N(c3ccccc3F)C2=O)cc1 (stereo not given)	1	4	-6	8	7	2	1	6
Nc1nonc1-n1nnc(C(=O)N/N=C\c2cccc(Cl)c2)c1CN1CCOCC1	8	-4	-20	-8	2	-1	7	6
CC(C)CCN1CCN=C1N(C)C	2	-4	18	13	2	-12	-9	0
CC1(C)N=C(c2ccc(Cl)cc2Cl)C(=O)N1	-9	5	3	0	0	4	2	9
O=C(NCCC1=CCCCC1)C1CCN(S(=O)(=O)c2cccc(C(F)(F)F)c2)CC1	14	-2	-8	9	2	4	-1	1
CCOc1ccc(CSC(=N)N)cc1	-6	14	7	5	6	-7	-1	6
CC(=O)c1cccc(NC(=O)C2CCCN(S(=O)(=O)c3cccc4nonc34)C2)c1 (stereo not given)	4	12	.	-6	-8	-7	3	-1
CCCCn1c(N)c(N(CC(C)C)C(=O)c2cc(-c3ccc(F)cc3)nc3ccccc23)c(=O)[nH]c1=O	9	-5	3	4	8	-3	-6	-2
COC(=O)c1ccc(C23CC4(C2)[C@H](CN(Cc2ccc(C(F)(F)F)cc2)[C@@H]4c2ccccc2)C3c2ccccc2)cc1 (stereo not given in full)	18	-36	20	-10	12	1	-7	3
Cc1cccc(NC(=S)NNC(=O)Cc2ccccc2)c1	-4	-2	0	-9	-9	13	3	-2
CO/N=C/Cc1c([N+](=O)[O-])c(C)nn1C	-4	5	-2	6	15	5	-2	17
Cc1nn(-c2ccccc2)c2c1C(=O)N(c1ccccc1)C(=O)C(C)(C)C2	-12	-5	-10	-2	0	2	2	-2
COC(=O)C1(S(=O)(=O)c2ccc(C)cc2)CCOCC1	-18	-1	9	27	-4	6	0	-11
CC(=O)/C(=C(/O)c1ccccc1)c1nc2ccccc2[nH]1	-13	-8	-17	2	-32	9	-2	-8
COc1ccc(C(C(=O)NC(C)(C)C)N(Cc2ccco2)C(=O)CCC(=O)Nc2cc(C)on2)cc1 (stereo not given)	1	3	7	-1	-13	6	6	3
O=C(Cc1cccs1)Nc1ccc(F)cc1F	-11	-7	-2	5	-3	7	0	1
Cc1cc(C(=O)NNC(=S)NCc2ccco2)n(C)n1	-1	6	-1	5	8	3	-3	-2

Compound profiles, from the list above.
CO/N=C/Cc1c([N+](=O)[O-])c(C)nn1C is listed as Apaf1 inhib: -4; UBC13 polyUb: 5; Gli-Sufu antag: -2; 697 NFkB inh: 6; Jurkat NFkB inh: 15; SENP7 block: 5; SENP8 inh: -2; HKDC1 inh: 17
O=C(Cc1cccs1)Nc1ccc(F)cc1F is listed as Apaf1 inhib: -11; UBC13 polyUb: -7; Gli-Sufu antag: -2; 697 NFkB inh: 5; Jurkat NFkB inh: -3; SENP7 block: 7; SENP8 inh: 0; HKDC1 inh: 1

Other records:
SMILES	Apaf1 inhib	UBC13 polyUb	Gli-Sufu antag	697 NFkB inh	Jurkat NFkB inh	SENP7 block	SENP8 inh	HKDC1 inh
CCCc1cc(=O)oc2cc(C)cc(OC(C)C(=O)NCCCn3ccnc3)c12 (stereo not given)	-5	10	.	6	-2	-11	-9	1
CCCCN(CCCNC(=O)Cn1ncc2ccsc2c1=O)Cc1ccccc1	1	3	7	18	-5	-2	0	-4
CC(C)CN1C(=O)C(=O)N(CC(=O)c2ccc3c(c2)CCCC3)C1=O	8	-2	0	10	-10	-9	5	-3
COCCCNC(=O)c1ccc2c(c1)OCO2	-2	6	-11	1	-2	5	-2	2
CC(C)(Oc1ccc(Cl)cc1)C(=O)OCc1nc2ccsc2c(=O)[nH]1	1	-1	4	8	3	2	5	4
CN1CCc2nc(SCC(=O)Nc3ccc(OC(F)(F)F)cc3)c(C#N)c(-c3cccs3)c2C1	23	-2	9	-8	3	1	5	-12
O=C1N(c2cccc(Cl)c2)C(c2ccc(Cl)cc2)N2CCCN12 (stereo not given)	5	12	5	10	-4	3	-3	-11
O=C(NCCN1C(=O)S/C(=C\c2cccs2)C1=O)c1ccco1	19	-10	0	-11	-1	-5	-10	-9
O=C(CNCCO)N1N=C(c2cccs2)CC1c1cccs1 (stereo not given)	5	-6	2	-16	-6	4	-1	-5
Cc1csc(NC(=O)CSc2nnc(Cn3c(=O)sc4ccccc43)n2-c2ccccc2)n1	8	7	-6	9	7	-2	2	1
Cc1c(Br)c(C(F)(F)F)nn1CC(=O)NCc1ccco1	2	0	6	4	0	3	-4	-4
O=C(CSc1ccccc1)N1CCN(c2ccccc2)CC1	4	7	-18	-16	4	2	0	-3
COc1ccc(NC(=O)Cn2c(=O)sc3ccccc32)cc1	0	7	-7	30	26	2	-2	0
O=C(NC1=NCCS1)c1ccc(C(F)(F)F)cc1	9	9	-43	-46	-54	4	3	-2
OC[C@H]1O[C@H](OC[C@H]2OC(O)[C@H](O)[C@@H](O)[C@@H]2O)[C@H](O)[C@@H](O)[C@@H]1O (stereo not given in full)	-10	7	-1	12	11	-3	14	-4
COc1ccc(-n2cnnc2SCC(=O)NC2CCS(=O)(=O)C2)cc1 (stereo not given)	-3	3	-19	27	3	-3	1	2
Cc1ccc2[nH]c(=O)c(CN(CC3CCCO3)C(=S)NCc3ccco3)cc2c1 (stereo not given)	8	4	6	-6	11	0	0	-3
COc1cc(SC)ccc1C(=O)N1CCCc2ccccc21	-5	-5	3	-25	-9	11	-4	0
O=C(NC(=O)c1cccc(OC(F)(F)C(F)F)c1)OC1CCS(=O)(=O)C1 (stereo not given)	-8	4	6	-7	8	-3	-5	5
Cc1ccc(Nc2nc(-c3ccccc3)c(CC(=O)O)s2)cc1	12	0	-71	-61	-73	-6	8	-7
CC(Nc1nc(N2CCCC2)nc2ccccc12)c1ccccc1 (stereo not given)	16	17	15	-21	0	2	2	-1
C[C@@H]1O[C@@H](O[C@@H]2[C@@H](O)[C@H](OCCc3ccc(O)c(O)c3)O[C@H](CO)[C@H]2OC(=O)/C=C/c2ccc(O)c(O)c2)[C@H](O)[C@H](O)[C@H]1O	1	10	-2	23	-4	8	0	0
Cc1nnc(SCC(=O)Nc2sccc2C(N)=O)s1	3	-5	-2	2	-15	-7	-15	-4
Cn1nc(C(F)(F)F)c2cc(C(=O)N3CCOCC3)sc21	-2	2	-2	18	14	3	6	6
O=C(c1cnccn1)N1CCN(c2ccccc2F)CC1	0	-11	9	-37	-6	-8	-9	-18
CC(C)(C)c1ccc(OCCn2nc(C(=O)O)c3ccccc3c2=O)cc1	26	3	-4	-45	10	2	0	6
COc1ccc2oc(C(=O)NCC(c3ccco3)N(C)C)c(C)c2c1 (stereo not given)	7	4	-2	-4	2	4	5	2
CC1CCCCC1NC(=O)COC(=O)COc1ccccc1F (stereo not given)	-3	2	11	-6	-1	-2	-3	-8
CCN(CC)C(=O)CSc1ncnc2c(-c3cccs3)nsc12	14	17	-30	-75	-46	35	21	12
COC(=O)c1[nH]c2ccccc2c1NC(=O)CN1CCC(C(N)=O)(N2CCCCC2)CC1	5	4	-6	16	0	-1	0	4
CCn1c(=O)c(C(=O)NNC(=O)Cc2ccccc2)c(O)c2ccccc21	8	14	-14	16	9	7	4	-7
O=C(N/N=C/c1ccc(Sc2ccccn2)o1)c1cc2ccccc2cc1O	15	-26	5	7	10	64*	93*	7

Source: PubChem BioAssay (Sanford-Burnham Center for Chemical Genomics)
